Bioassay records (PubChem BioAssay)
PLCg1 inh = PLC-gamma1 (human) inhibition, primary screen. P19174. purified PLC-gamma1, fluorogenic substrate, fluorescence. inhibition, % at 12.2 µM. 0.84% of 370,000 active. AID 720700; in the data active = inhibition above about 9.5%
Tn6 DDE FP = disrupts Tn6 cyclic peptide binding to fibrin D-Dimer-E complex; P02675; Fibrin DD(E) TRITC-Tn6 fluorescence polarization displacement; inhibition, % at 8.3 µM; 0.21% of 370,000 active;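 active = inhibition above a per-campaign cutoff: mean of compounds within control limits plus 3 SD, cut at about 15% in these data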;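 note: 0% = median of all compound wells on the plate and 100% = blocking peptide control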
KLK7 zymogen act = proKLK7 (human) activation, primary screen; P49862; purified proKLK7, EDANS-DABCYL substrate fluorescence; 100% is mature enzyme control, 0% vehicle; activation, % at 7 µM; 0.9% of 370,000 active; AID 652039;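 active = activation above the mean of all tested compounds plus 3 SD, computed per campaign excluding outliers beyond control limits, cut at about 13% in these data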
Tn7 DDE FP = DD(E)-Tn7 binding inhibition, primary FP screen. 0.13% of 370,000 active. AID 720508. inhibition, % at 8.3 µM. FP displacement of FITC-Tn7 peptide from fibrin DD(E); 0% = median of compound wells per plate;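 active = inhibition above the mean of compounds falling within the control limits plus 3 SD of them, cut at about 14% in these data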;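 note: 0% = plate median of compound wells and 100% = 10 µM Aha-Tn7 peptide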
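System: human fibrin DD(E); quantity: Fibrin-DD(E) at 2 µM final; also added: fluorescent Tn7 probe at 0.1 µM; compound dosing: single nominal test concentration of 8.3 µM per compound; schedule: 10 min preincubation, 3 h with tracer, room temperature; detection: fluorescence polarization of the labelled Tn7 tracer; repeats: one replicate per compound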
ADAM17 inh = ADAM17 inhibition, QFRET primary screen; recombinant ADAM17, EDANS/DABCYL FRET peptide cleavage; 0.83% of 370,000 active; P78536; inhibition, % at 6.95 µM;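 active = inhibition above the mean of compounds lying between control limits plus 3 SD, set per campaign, cut at about 8.5% in these data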;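 note: 0% = DMSO-only wells as the low control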
LEDGF integ inh = blocks HIV-1 LEDGF/p75-dependent DNA integration; TR-FRET IN-LEDGF/p75 DNA integration, Eu/Cy5; inhibition, % at 3.7 µM; 0.64% of 370,000 active; AID 743269;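 active = inhibition above the screen-wide mean plus 3 SD, cut at about 13% in these data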;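 note: signal is the Cy5 over europium emission ratio at 671 and 618 nm; 0% = plate median of compound wells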
TDP2 inh = TDP2 (human) inhibition, absorbance primary screen | 0.34% of 370,000 active | recombinant TDP2, T5PNP hydrolysis, p-nitrophenol absorbance 415 nm | inhibition, % at 12.8 µM | AID 720702 | O95551;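 active = inhibition above the mean of all tested compounds plus 3 SD, set per campaign, cut at about 25% in these data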;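 note: 0% = DMSO with enzyme and 100% = buffer with substrate but no TDP2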
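System: recombinant human TDP2 / Amount: 120 nM TDP2 per well / Also added: 5 mM T5PNP chromogenic substrate / Doses: 12.8 µM single point, 1% DMSO / Incubation: 2 h at 37 °C / Detection: p-Nitrophenol epi absorbance / Evaluation: % inhibition relative to enzyme-containing and enzyme-free wells / Repeats: singlicate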
ARFGAP1 inhibitor = inhibits rat ARF GTPase activating protein 1 | Q62848 | Arfgap1-stimulated ARF1 GTP hydrolysis, GDP FP detection | inhibition, % at 16.5 µM | 0.26% of 360,000 active | AID 651572;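 active = inhibition above a per-plate limit, mean inhibition of low control wells plus 3 SD, cut at about 25% in these data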;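 note: 0% = DMSO wells with enzyme and 100% = wells lacking Arfgap1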
Target sequence (Q62848 1-136 limits assumed): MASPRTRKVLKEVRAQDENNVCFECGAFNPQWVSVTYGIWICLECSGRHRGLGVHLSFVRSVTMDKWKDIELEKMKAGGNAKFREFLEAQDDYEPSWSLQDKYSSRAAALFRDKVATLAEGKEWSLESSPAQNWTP
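Assay system: Rat Arfgap1 GAP domain (His6, aa 1-136), purified enzyme | Buffer or medium: HEPES 25 mM pH 7.5, NaCl 150 mM, MgCl2, DTT | Schedule: GTP hydrolysis reaction 2 h at 25 °C | Signal: FP of antibody-bound GDP Alexa 633 tracer, ex 620/em 688 nm | Measure: Percent inhibition of Arfgap1-stimulated GTP hydrolysis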
ADAM10 inh = inhibitors of human ADAM10; recombinant ADAM10, EDANS/DABCYL FRET peptide cleavage, 3 h; 0.62% of 370,000 active; O14672; inhibition, % at 7 µM; AID 720582;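 active = inhibition above a per-campaign cutoff equal to the mean of compounds falling between control-based bounds plus 3 SD, cut at about 20% in these data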;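 note: 0% = DMSO wells while the 100% control is not disclosed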
Target sequence (O14672 214-748 limits assumed): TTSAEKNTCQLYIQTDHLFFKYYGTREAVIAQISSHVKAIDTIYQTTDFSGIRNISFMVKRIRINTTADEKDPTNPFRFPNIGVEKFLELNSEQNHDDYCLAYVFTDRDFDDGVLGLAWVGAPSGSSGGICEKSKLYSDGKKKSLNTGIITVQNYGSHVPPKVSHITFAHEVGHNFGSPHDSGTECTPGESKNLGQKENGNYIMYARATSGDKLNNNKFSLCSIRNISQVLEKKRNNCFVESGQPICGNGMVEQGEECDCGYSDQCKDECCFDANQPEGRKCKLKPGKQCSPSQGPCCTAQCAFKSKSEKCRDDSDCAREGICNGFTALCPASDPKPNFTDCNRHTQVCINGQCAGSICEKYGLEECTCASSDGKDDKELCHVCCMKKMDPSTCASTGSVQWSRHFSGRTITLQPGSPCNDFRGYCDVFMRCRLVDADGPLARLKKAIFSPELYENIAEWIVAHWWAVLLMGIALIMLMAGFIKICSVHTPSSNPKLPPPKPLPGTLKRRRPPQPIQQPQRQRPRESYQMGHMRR
ASAP1 GAP inh = inhibitors of human ASAP1 ArfGAP activity; ASAP1-stimulated ARF1 GTP hydrolysis, GDP FP detection; inhibition, % at 16.5 µM; 0.19% of 360,000 active; AID 624377; in the data active = inhibition above about 25%;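 note: 0% = vehicle with enzyme and substrate and 100% = no enzyme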
Target sequence (Q9ULH1 325-724 limits assumed): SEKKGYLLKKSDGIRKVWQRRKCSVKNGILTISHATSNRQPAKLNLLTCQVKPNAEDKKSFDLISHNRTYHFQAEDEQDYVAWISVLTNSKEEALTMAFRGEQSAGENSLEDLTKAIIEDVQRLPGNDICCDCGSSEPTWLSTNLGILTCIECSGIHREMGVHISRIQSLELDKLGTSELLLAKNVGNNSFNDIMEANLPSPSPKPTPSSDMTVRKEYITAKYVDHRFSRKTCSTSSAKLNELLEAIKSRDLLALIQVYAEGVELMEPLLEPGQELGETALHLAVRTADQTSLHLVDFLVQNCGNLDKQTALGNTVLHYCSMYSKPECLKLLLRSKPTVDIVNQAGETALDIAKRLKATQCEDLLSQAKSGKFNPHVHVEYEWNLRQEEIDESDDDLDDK
Active calls of the source: *; i = inactive; x = not tested or not shown.

SMILES	PLCg1 inh	Tn6 DDE FP	KLK7 zymogen act	Tn7 DDE FP	ADAM17 inh	LEDGF integ inh	TDP2 inh	ARFGAP1 inhibitor	ADAM10 inh	ASAP1 GAP inh
CCCCC[C@@H](C)N1C[C@@H](COCc2ccccc2)Oc2cc(N3CC[C@H](O)C3)ccc2S1(=O)=O	-1	3	0.4	10	9.1*	-10	1	15	22*	7
CC1(C(=O)Nc2ccc3c(c2)OCCO3)CN(S(C)(=O)=O)CC(=O)N1Cc1ccco1 (centres undefined)	0	7	0.5	7	-6	-5	-3	3	-10	-1
Cc1ccc(SCC(=O)NNC(=O)c2ccc(S(C)(=O)=O)cc2)cc1	0	4	-1.0	3	1	-7	-3	12	4	1
COc1ccc(NC(=O)CCCCC(=O)Nc2ccc(OC)cc2OC)c(OC)c1	-2	-6	-0.4	-6	-4	-2	-2	8	-12	-3
O=C(CSc1nncs1)Nc1cc(-c2ccccc2)nn1-c1ccccc1	1	3	0.2	-3	1	3	-4	4	0	-3
Cc1cc(C)c(NC(=O)COC(=O)C2CCCCC2)c(C)c1	-2	7	0.1	1	-1	1	1	-3	-1	7
CCCn1c(=O)c(C(=O)NCc2cccnc2)c(O)c2ccccc21	-2	3	-0.6	6	-6	2	3	-4	1	0
O=C(C#Cc1ccccc1)NCc1ccccc1F	2	-1	-0.7	-5	-1	4	3	-1	2	-7
CC1C=CCC2C(=O)N(c3ccccc3OC(=O)c3cccs3)C(=O)C12 (centres undefined)	2	9	0.0	1	-1	-4	12	-6	2	0
NS(=O)(=O)c1ccc(N=Nc2ccc(O)c3ncccc23)cc1	1	-15	-0.3	-1	2	-16	-19	9	13	4
O=C1CCC(C(=O)Nc2ccc(OC(F)F)cc2)N1 (centres undefined)	6	0	-0.5	-3	1	-3	-7	10	-2	-1
O=C(Nc1cccc(-n2cccn2)c1)C1CCCN(Cc2ccc(C#CCCO)cc2)C1 (centres undefined)	1	-4	0.7	-1	-2	5	-7	12	-5	10
CC(NCC(=O)Nc1ccccc1C(=O)NC1CC1)c1cccc(C(F)(F)F)c1 (centres undefined)	4	0	-0.2	-2	2	0	4	-1	-1	1
COc1ccc(CN(C)S(=O)(=O)c2nnc(NC(=O)c3cccc(C)c3)s2)cc1OC	-61	1	0.7	5	0	-2	-5	9	1	13
CCN1CCN(S(=O)(=O)c2ccc3[nH]c(=O)oc3c2)CC1	3	-2	-0.9	6	-1	0	0	5	-11	14
COc1ccc(C2C(C(=O)Nc3ccc(Cl)c(Cl)c3)CCC(=O)N2c2ccc(OC)cc2)cc1 (centres undefined)	0	5	0.3	-5	-4	-2	-4	x	-5	x
CC(=O)Nc1ccccc1-c1nc2ccccc2nc1OCC(=O)c1ccc(Cl)cc1	-2	-1	-0.3	10	-2	-4	6	2	2	-5
Cc1c(CC(=O)NCCCC(=O)O)c(=O)oc2cc3c(cc12)CCC(C)(C)O3	-179	5	4.6	-2	i	3	2	6	i	-6
O=C(c1ccco1)N1N=C(c2cccs2)CC1c1ccc(F)cc1 (centres undefined)	-51	1	0.5	-6	-3	4	-5	5	0	4
C=C(C)Cn1c(=O)c2c(nc3n2CCN3c2cccc(Cl)c2C)n(C)c1=O	-1	0	0.0	1	1	0	2	-14	-2	-15

Ordered by the number under Tn6 DDE FP (smallest number first): some entries from above.
SMILES	PLCg1 inh	Tn6 DDE FP	KLK7 zymogen act	Tn7 DDE FP	ADAM17 inh	LEDGF integ inh	TDP2 inh	ARFGAP1 inhibitor	ADAM10 inh	ASAP1 GAP inh
NS(=O)(=O)c1ccc(N=Nc2ccc(O)c3ncccc23)cc1	1	-15	-0.3	-1	2	-16	-19	9	13	4
CCCn1c(=O)c(C(=O)NCc2cccnc2)c(O)c2ccccc21	-2	3	-0.6	6	-6	2	3	-4	1	0
CC1C=CCC2C(=O)N(c3ccccc3OC(=O)c3cccs3)C(=O)C12 (centres undefined)	2	9	0.0	1	-1	-4	12	-6	2	0

Going on with the list.
SMILES	PLCg1 inh	Tn6 DDE FP	KLK7 zymogen act	Tn7 DDE FP	ADAM17 inh	LEDGF integ inh	TDP2 inh	ARFGAP1 inhibitor	ADAM10 inh	ASAP1 GAP inh
CCN(CC)c1ccc(CNc2nc3ccccc3n2CCN2CCCCC2)cc1	-1	-3	0.4	-8	-2	-6	-12	16	-9	14
Cc1cc(SCC(=O)Nc2cccc(S(=O)(=O)NC3=NCCCCC3)c2)c(C)cc1Br	3	-6	0.4	8	11*	-1	-2	0	15	5
CC(=O)NCCc1ccc(S(=O)(=O)Nc2ccc(NC(=O)c3ccc(F)cc3)cc2)cc1	5	-7	0.8	2	1	2	-15	29*	2	1
COc1ccc(S(=O)(=O)N2CC(C)N(C(=O)N3CCOCC3)C2)cc1 (centres undefined)	2	2	0.0	5	-2	-2	15	-16	-3	1
CCOC(=O)c1cnc(N2CCN(C(=O)OCC)CC2)[nH]c1=O	1	8	-0.1	-2	-1	-8	-11	-4	-15	5
O=C(NC1CCCCC1)C(c1ccc(F)cc1)N(CCN1CCOCC1)C(=O)c1ccc(-c2ccccc2)[nH]1 (centres undefined)	-3	2	-0.7	-3	-3	-2	8	7	-9	-1
C=CCNC(=O)C1CC2Cn3c(nc4cc5ccccc5cc43)C2N1C (centres undefined)	-10	5	0.2	4	-9	3	5	2	-20	-2
Cc1ccc(-c2csc(NC(=O)C3CSC4(C)CCC(=O)N34)n2)cc1 (centres undefined)	5	0	-0.3	-7	-3	-3	-12	-1	-3	-3
CC(C)C[C@H](NC(=O)NCc1ccccc1Cl)C(=O)O	-1	12	0.5	5	-1	-3	11	10	-5	7
COc1cc(/C=N/O)cc(Br)c1OC	2	4	0.1	5	-4	-4	-6	0	4	15
CCOc1ccccc1-c1noc(CCC(=O)NC2CCCCC2)n1	2	10	-0.2	-7	1	0	-2	10	5	-2
Cc1cccc(N2CCN(CC(=O)NCC3CCCCC3)CC2)c1C	1	1	0.1	-2	5	4	-17	7	12	-10
CCOc1ccc(OCC(=O)OCC(=O)Nc2ccc3[nH]c(=O)[nH]c3c2)cc1	0	6	-0.1	1	1	-1	3	4	-3	4
CCOC(=O)C(=O)NC(C)c1ccccc1 (centres undefined)	-1	1	-0.4	8	-4	-2	9	-2	-3	-18
Fc1cccc(F)c1-n1c(CN2CCCC2)csc1=S	-1	4	0.5	1	1	0	-13	0	3	0
NCCCCC(=O)O	-2	0	-0.3	-6	-6	3	-1	-2	-1	-2
COc1ccc(-c2occ(C(=O)O)c2C(=O)O)cc1	-1	3	-0.5	6	-5	5	-3	4	-12	15
COc1ccc(-c2nc(-n3c(C)c(C(C)=O)c(C(C)=O)c3C)sc2C)cc1OC	6	-4	-0.1	-9	2	2	-7	7	11	5
COC(=O)c1ccc(C2NC(=O)CCC2[N+](=O)[O-])cc1 (centres undefined)	1	-9	-0.5	14*	-4	-5	-6	10	7	0
c1nc(NCC2CCCC2)c2cc(-c3ccc4c(c3)OCO4)ccc2n1	-99	-19	x	-6	-77	4	3	x	-157	x
COc1ccccc1COC(=O)c1cccc(S(=O)(=O)N(C)Cc2ccccc2)c1	-6	-3	0.4	4	5	0	-7	x	1	x
COc1cc(CN2CCC(C(=O)NCC(C)(C)CN(C)C)CC2)ccc1OCc1ccccc1	6	-16	-0.1	-7	-3	4	17	2	-2	-6
O=c1c2ccc(Cl)cc2nc2n1CC/C2=C\c1cccc(O)c1	-16	5	-0.9	9	-5	1	3	1	-8	-3
CNc1nc(-c2ccccc2)nnc1C(F)(F)F	-2	7	-0.5	6	-4	-3	-5	9	-3	-8
COc1ccc(S(=O)(=O)N2CCC(C(=O)Oc3cccc(C)c3)CC2)cc1OC	-4	6	0.4	2	0	-3	-5	5	-11	12
CC(=O)Nc1cccc(C(=O)N/N=C/c2ccc(F)cc2)c1	1	1	0.1	-3	2	1	4	-4	-1	-4
CC1=C(C(=O)Nc2ccccc2F)C(c2cccs2)NC(=S)N1 (centres undefined)	3	-5	-0.3	7	0	-1	1	0	6	-5
COC(=O)[C@]12C[C@H](CC(=O)NCc3cccc4ccccc34)C(=O)N(Cc3ccco3)C1=C[C@H](C(C)(C)C)O[C@@H]2C	1	-3	-0.2	-1	9.4*	-1	-4	x	24*	x
O=C1c2oc3ccccc3c(=O)c2C(c2cccc(O)c2)N1CCCN1CCOCC1 (centres undefined)	-15	1	1.5	-8	-4	4	5	1	-14	7
Cc1ccc(C(=O)Nc2nc(-c3ccc([N+](=O)[O-])cc3)cs2)o1	0	3	0.4	-1	4	-1	-4	-19	6	9
CCc1cc2c(=O)n(C(C)C(=O)OC3CCCCC3)cnc2s1 (centres undefined)	3	6	-0.1	1	-1	-2	-5	-2	-13	1
COc1ccc(-c2cc(C(=O)Nc3nc4ccccc4s3)c3ccccc3n2)cc1OC	-243	-9	-25	0	-8	0	-8	13	-34	7
O=C(COc1cccc2ccccc12)N/N=C/C=C/c1ccccc1	-3	3	0.5	-1	1	-6	-1	15	-2	7
Cn1c(SCC(=O)c2ccc3c(c2)OCO3)nnc1C1COc2ccccc2O1 (centres undefined)	5	7	0.2	5	8	-1	-18	11	14	-2
CC(=O)c1ccc(NC(=O)CSc2ccsc2[N+](=O)[O-])cc1	-1	-2	-0.1	-1	0	3	3	6	-1	-4
O=C(COC(=O)CCc1ccccc1)Nc1ncc(Cl)cc1Cl	-3	5	0.3	-2	-4	-3	10	-2	-7	-3
O=C(C1CCCN1S(=O)(=O)c1ccc([N+](=O)[O-])cc1)N1CCN(c2ccccc2)CC1 (centres undefined)	2	0	-0.7	4	3	-5	5	x	-13	x
C=C[C@@H]1c2c(F)cccc2N(S(=O)(=O)c2ccc(C)cc2)[C@H](c2ccc(C(=O)OC)cc2)C1(C#N)C#N	0	-6	-0.1	-6	0	0	12	0	5	-2
Cc1ccc(-c2nnn(CC(=O)N(CCN3CCOCC3)C(C(=O)NC(C)(C)C)c3ccco3)n2)cc1 (centres undefined)	0	3	0.4	-6	0	0	7	-6	6	11
CCOC(=O)c1ccccc1NC(=O)CSc1nc(N)cc(N)n1	3	-6	0.6	6	-3	3	-5	-4	-3	4
CCCCOc1ccc(NC(=O)CN2CCN(C(=O)OCC)CC2)cc1	-1	2	0.2	5	-4	6	5	6	-2	8
COc1ccc(C2OC(=O)CC2C(=O)N2CCN(c3cc(Cl)ccc3C)CC2)cc1OC (centres undefined)	7	-1	0.7	-1	4	4	1	18	2	-1

Compounds as they come; about 4.2% have a hit in one of these screens.
